High-throughput results from PubChem BioAssay.
West Nile virus CPE = West Nile virus antiviral activity, cell-based, CPE readout (AID 1621); West Nile virus-infected cells, CPE inhibition; higher % means a stronger effect; 290,000 tested, 0.02% active; one-dose CPE inhibition, % at 10 µM; IC50 in µM for titrated hits; in the data active = a potency from the dose series; inconclusive = CPE inhibition mostly from about 3.7% at the one dose, without a potency; inactive = the rest, 99 in 100 with CPE inhibition below about 2.2%; also: strong numbers were not always called active
SV40 large T antigen = SV40 large T antigen inhibitors, biochemical (AID 1903). inhibition, % at 20 µM, or IC50 in µM where a hit was titrated. SV40 large T antigen ATPase/helicase inhibition assay; higher % means a stronger effect. 310,000 tested, 0.39% active; in the data active = a potency from the dose series; inconclusive = inhibition mostly from about 32% at the one dose, without a potency; inactive = the rest, 99 in 100 with inhibition below about 32%; also: strong numbers were not always called active
Dengue-2 NS5 capping = flavivirus cap methylation enzyme inhibition – biochemical, confirmation dose response, primary screen (AID 588689) | Dengue-2 NS5 methyltransferase capping enzyme assay, biochemical; higher % means a stronger effect | inhibition, % at 25 µM, or IC50 in µM where a hit was titrated | 340,000 tested, 0.3% active; in the data active = a potency from the dose series; inconclusive = inhibition above about 29% without an active follow-up result
Siah-1 displacement = Siah-1 peptide-binding antagonists, primary screen, biochemical, fluorescence polarization, rhodamine-plectin, uHTS (AID 1817); 290,000 tested, 0.02% active; Siah-1 / rhodamine-plectin peptide fluorescence polarization; higher % means a stronger effect; displacement, % at 20 µM; hits with a dose series show IC50 in µM;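 active = displacement of at least 50% at 20 µM, with a fluorescence ratio check between 0.3 and a set limit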;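 also: plate controls were Siah plus tracer with DMSO for no effect and tracer alone without Siah for full effect; strong numbers were not always called active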
RSV antiviral HEp-2 = inhibition of RSV-induced cytopathic effect – HEp-2 cells, primary 10 µM value included (AID 2391); HEp-2 cells, RSV-induced CPE inhibition; higher % means a stronger effect; CPE inhibition, % at 10 µM, or IC50 in µM where a hit was titrated; 310,000 tested, 0.13% active; in the data active = a potency from the dose series; inconclusive = CPE inhibition mostly from about 23% at the one dose, without a potency; inactive = the rest, 99 in 100 with CPE inhibition below about 21%; also: strong numbers were not always called active
AID2073 = disruptors of CaV2.2 binding to Mint1 – biochemical, HTRF (AID 2073); inhibition, % at 20 µM; hits with a dose series show IC50 in µM; 290,000 tested, 0.19% active; HTRF protein-protein interaction, Mint1-CaV2.2; higher % means a stronger effect; in the data active = inhibition mostly above about 51%, no sharp cut-off; inconclusive = no clear call, values can overlap the other calls; inactive = mostly below about 53%; also: some results filed as inactive read as strong as hits
NTR1 ag = agonists of NTR1, primary screen, imaging, U2OS cells, beta-arrestin-GFP, high content (AID 493036); P30989; NTR1-U2OS beta-arrestin-GFP spot imaging, agonist mode; activation, % at 20 µM; 330,000 tested, 0.17% active;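 active = activation at or above 40% of the spot to cytoplasm intensity ratio, with at least 20 cells analyzed; inconclusive = wells under 20 cells, flagged as cytotoxic or low count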;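 also: 0% = DMSO without peptide and 100% = 100 nM NTR1 peptide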
Target sequence (P30989 whole entry, looked up): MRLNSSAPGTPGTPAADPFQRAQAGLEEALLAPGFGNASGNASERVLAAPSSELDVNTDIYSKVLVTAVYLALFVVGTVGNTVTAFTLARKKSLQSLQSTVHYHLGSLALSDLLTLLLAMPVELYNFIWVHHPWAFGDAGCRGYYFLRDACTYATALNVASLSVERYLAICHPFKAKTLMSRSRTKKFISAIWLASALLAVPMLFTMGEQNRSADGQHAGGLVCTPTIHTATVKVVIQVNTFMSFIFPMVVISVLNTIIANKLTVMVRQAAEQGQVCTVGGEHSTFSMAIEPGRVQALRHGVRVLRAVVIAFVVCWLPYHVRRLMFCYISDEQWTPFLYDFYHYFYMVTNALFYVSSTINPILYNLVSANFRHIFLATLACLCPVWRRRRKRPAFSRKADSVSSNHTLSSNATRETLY
K1F lysis inhibition = inhibition of K1F phage lysis, E. coli UTI89, bacterial capsule biogenesis inhibitors, alamar blue (AID 488966); E. coli UTI89 K1F phage lysis, alamar blue, 2 h; higher % means a stronger effect; inhibition, % at 100 µM; hits with a dose series show IC50 in µM; 340,000 tested, 0.02% active;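 active = phage lysis inhibition, versus mean bacterial control, above a set limit; inconclusive = no clear call, values can overlap the other calls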;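 also: capsule biogenesis inhibitors block K1F phage lysis so surviving cells raise fluorescence; higher fluorescence means more inhibition of phage lysis; actives were called in the ten point dose series up to 300 µM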
Rac1 GTP hydrolysis = MgcRacGAP GTPase-activating activity inhibitors, confirmation, biochemical, ADP Hunter fluorescence; MgcRacGAP-stimulated Rac1 GTP hydrolysis, ADP Hunter fluorescence; higher % means a stronger effect; GST-tagged Rac1 F28L mutant substrate; inhibition, % at 30 µM; hits with a dose series show IC50 in µM; 340,000 tested, 0.6% active;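 active = first-screen hits whose inhibition reached a set limit at any dose in the follow-up dose series; inconclusive = inhibition above the set first-screen limit but never retested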;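 also: fluorescence reports GDP produced by GAP-driven GTP hydrolysis; strong numbers were not always called active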
NTR1 ag cell count 20 µM = second read-out of NTR1 ag, no call of its own (marks repeat the call); cell count; measured here: cell count, cytotoxicity flag
Dengue-2 NS5 capping pilot replicate = second read-out of Dengue-2 NS5 capping, no call of its own (marks repeat the call); inhibition, %; measured here: pilot screen replicate inhibition
Starred values were filed as active, the others as inactive; ? = inconclusive; / = not tested or not shown; [ ] = remark or other dose. No enrichment for hits. Share with any hit: about 1.6%.

SMILES	West Nile virus CPE	SV40 large T antigen	Dengue-2 NS5 capping	Siah-1 displacement	RSV antiviral HEp-2	AID2073	NTR1 ag	NTR1 ag cell count 20 µM	K1F lysis inhibition	Rac1 GTP hydrolysis	others
Cc1c(C(=O)N2CCCC2)oc2c1-c1[nH]ncc1CC2	0.5%	16%	1%	-2%	3.8%	2%	2.2	77	3.4%	19%
CCOc1ncccc1C(=O)NNC(=O)CSc1ccc(Cl)cc1	/	/	-2%	/	/	/	4.7	52	0.8%[50 µM]	2%
COc1cc(C(=O)NS(=O)(=O)c2ccccc2C)ccc1Cc1cn(C)c2ccc(NC(=O)OC3CCCC3)cc12	1.4%	?	/	22%	?	52%*	5.2	69	/	/
COc1cc2c(cc1OC)CN(CC(=O)Nc1ccc(F)cc1)CC2	-1.0%	2%	-6%	-4%	0.9%	11%	-1.4	80	0.2%	/
CCOc1ccc(S(=O)(=O)N(CC)CC(=O)NCc2cccnc2)cc1C	-1.5%	-1%	-7%	36%	3.6%	5%	1.7	47	-0.1%	6%
O=C(NCCc1ccccc1)C1CCN(S(=O)(=O)c2cccnc2)CC1	-0.2%	1%	-3%	-4%	1.5%	-5%	0.0	59	-1.1%	4%
COCC1CCCN(Cc2cn(-c3ccccc3F)nc2-c2cc(C)sc2C)C1 (stereo unspecified)	-1.4%	7%	1%	1%	-0.4%	-4%	0.5	72	0.0%	8%
CCOC(=O)c1cc(-c2ccc(C#N)cc2)nc2c1c(C)nn2CCC#N	-0.1%	-11%	-4%	2%	1.5%	28%	0.8	58	1.0%	3%
CCc1cc2c(=O)n(Cc3ccco3)c(SCC(=O)NC3CCS(=O)(=O)C3)nc2s1 (stereo unspecified)	-0.4%	4%	0%	13%	5.0%	78%	1.6	37	0.1%	-3%
Cc1ccc(OCC(=O)Nc2cc(C(=O)O)cc(C(=O)O)c2)cc1C	0.6%	11%	-6%	8%	1.4%	0%	2.5	46	0.7%	6%
CCC(=O)N1CCc2cc(S(=O)(=O)NCCC(=O)Nc3ccccc3C)ccc21	-0.5%	9%	-2%	4%	0.3%	-2%	-1.5	84	0.9%	5%
O=C(Nc1ccccc1C(=O)O)c1cccc(NC(=O)c2ccccc2Br)c1	0.1%	15%	-8%	5%	3.9%	7%	-0.3	49	1.2%	9%
CCCc1ncc(C(O)c2ccc(OC)cc2)n1C (stereo unspecified)	-0.7%	12%	-6%	-1%	0.7%	0%	0.9	52	0.5%[50 µM]	1%
N#Cc1ccc(CSc2nnc(NC(=O)c3ccc4ncsc4c3)s2)cc1	-0.3%	3%	-18%	10%	-0.4%	-240%	2.4	52	-2.0%	8%
COc1ccc(CNC(=O)c2cc(-c3cccs3)on2)cc1	-0.8%	2%	4%	2%	-1.5%	21%	-0.6	59	5.9%	4%
CN(C)CCN(C(=O)C1=COCCO1)c1nc2ccc(Cl)cc2s1	0.5%	0%	-4%	0%	-1.1%	-55%	-0.7	49	0.2%	6%
Cc1ccc(CS(=O)(=O)c2cn(CC(=O)Nc3ccon3)c3ccccc23)cc1	/	5%	-5%	/	0.0%	/	1.9	61	0.8%[50 µM]	9%
COC(=O)[C@@]1(Cc2ccc(OC)cc2)[C@H]2c3cc(C(=O)N4CCCC4)n(CCc4c[nH]c5ccc(O)cc45)c3C[C@H]2CN1C(=O)c1ccccc1	-0.4%	13%	/	-6%	/	5%	/	/	/	/
Cc1cc(C)cc(N(CC(=O)Nc2cc(C)ccc2C)S(=O)(=O)c2c(C)[nH]c(=O)[nH]c2=O)c1	-0.7%	9%	1%	14%	6.0%	7%	-0.3	61	-0.5%	-14%
CCOC(=O)C1(CCOC)CCN(C(C)CCc2ccc(OC)cc2)CC1 (stereo unspecified)	-1.4%	/	-5%	6%	-1.8%	-3%	-0.1	36	0.3%	6%
COc1cccc(CN(C)C(=S)Nc2cccc(C)c2)c1	-1.0%	22%	5%	6%	0.8%	-7%	-1.0	25	-0.2%	2%
O=C(Nc1ccccc1C(=O)NCCc1ccccc1)c1cnccn1	-0.4%	9%	-8%	-1%	1.0%	2%	-0.4	46	-1.2%	8%
CN(CC(=O)Nc1ccccc1Cl)C(=O)Cn1cc(C(F)(F)F)cc(Cl)c1=O	/	9%	-4%	/	-0.3%	/	1.6	69	2.0%[50 µM]	2%
CC(=O)NC1=NN(C(C)=O)C(C)(c2ccco2)S1 (stereo unspecified)	0.1%	9%	-7%	3%	-1.1%	19%	0.0	56	-0.5%	-2%
CC(C)COc1ccc(CSCCNC(=S)Nc2ccccc2)cc1	0.4%	3%	-4%	-4%	7.7%	1%	8.5	42	0.1%	11%
O=C(Cc1cccs1)N(CC1CCCO1)C1(C(=O)NC2CCCCC2)CCCCC1 (stereo unspecified)	0.1%	3%	-4%	-3%	0.1%	1%	0.5	62	0.5%	3%
O=[N+]([O-])c1c(NCc2ccccc2)cc(N2CCc3ccccc3C2)c2nonc12	-1.4%	4%	1%	-3%	3.9%	-2%	1.4	55	4.1%	10%
O=C(c1cccs1)C1C(c2ccc(Br)cc2)NC(=S)NC1(O)C(F)(F)F (stereo unspecified)	-0.9%	22%	-3%	3%	1.6%	-12%	0.9	52	0.7%[50 µM]	9%
O=C(NC(=S)N1CCOCC1)c1cn(-c2ccccc2)nc1-c1ccc(F)cc1	/	/	-5%	/	-0.6%	/	1.7	39	0.6%[50 µM]	9%
CC(C)(C#CCN1CCCC1)OCCC#N	0.3%	6%	6%	-1%	0.8%	0%	-0.4	32	-0.1%	13%
CC(=O)c1ccc(C(=O)N2CCC(CO)(Cc3cccc(C(F)(F)F)c3)CC2)cc1	-0.9%	7%	-5%	6%	2.4%	5%	3.7	47	0.3%	3%
COC(=O)C(F)(F)Sc1c(C)[nH]c2ccccc12	0.3%	2%	-4%	-6%	0.7%	-14%	1.4	48	0.3%	7%
Cc1cccc(/C=N/NC(=O)Cn2nc(C)cc2C)n1	-0.3%	0%	-7%	4%	3.1%	21%	0.9	59	1.8%[50 µM]	5%
CCC(C)Sc1nc2ccccc2n1CC(=O)O (stereo unspecified)	0.0%	15%	-6%	0%	0.5%	-1%	0.4	55	1.2%	5%
O=C(Cn1cnc2ccccc2c1=O)Nc1ccc2c(c1)OCCO2	0.6%	7%	-4%	0%	-0.3%	10%	0.8	50	0.2%	8%
CN(C)CCCNC(=O)C1(O)c2cc(Br)ccc2NC(=O)N1c1ccc(Cl)cc1 (stereo unspecified)	-0.2%	1%	-11%	6%	0.0%	42%	-0.7	48	0.1%	6%
O=c1sc2ccccc2n1CCOc1ccccc1	0.6%	11%	-7%	-5%	3.0%	-2%	-0.9	50	1.4%	4%
CCN1C(=O)c2ccc(C(=O)Nc3cccc(C(=O)O)c3)cc2C1=O	0.8%	24%	-3%	5%	2.4%	11%	0.4	97	0.3%	-3%
CC(=O)Nc1ccc(S(=O)(=O)N2CCCC2C(=O)O)cc1 (stereo unspecified)	0.0%	6%	3%	6%	2.3%	-7%	-0.2	73	-0.5%	15%
CCOC(=O)Cc1cc(=O)n2[nH]c(C)c(-c3ccccc3)c2n1	0.8%	18%	-7%	-8%	0.3%	20%	0.0	89	0.2%	9%
CCS(=O)(=O)N1N=C(c2cccc(NS(C)(=O)=O)c2)CC1c1ccc(C)cc1 (stereo unspecified)	0.0%	4%	6%	-2%	1.3%	9%	-1.7	82	0.0%	7%
O=C1NC(=Nc2ccccc2)S/C1=C/c1cccnc1	-0.2%	3%	-3%	11%	2.7%	-2%	-0.5	38	0.0%	8%
Cc1cc(NC(=O)c2cc(-c3ccccc3)on2)n(-c2ccccc2)n1	0.0%	16%	3%	-1%	0.2%	11%	4.7	51	0.3%	8%
O=C(N/C(=C/c1ccccc1)C(=O)N1CCCCC1)c1ccc(Br)o1	-0.7%	5%	-3%	3%	0.4%	0%	1.1	43	0.1%	0%
COC(=O)c1ccc(S(=O)(=O)NCc2cccc(OC)c2)n1C	0.4%	2%	1%	4%	0.7%	-6%	-0.5	54	0.3%	9%
Cc1ccc(-c2nc(CSCC(=O)NCCN3CCN(Cc4ccccc4)CC3)c(C)o2)cc1	-1.3%	2%	-2%	5%	9.6%	10%	-0.6	70	0.4%	5%	Dengue-2 NS5 capping pilot replicate=-1.7
O=C1/C(=C\c2ccc(O)cc2)SC(=S)N1c1cccnc1	-1.4%	9%	-6%	42%	-1.1%	15%	2.9	76	-0.1%	3%
CCO[C@H]1OC(C(=O)N2CCN(Cc3ccccc3)CC2)=C[C@@H](c2ccccc2)[C@@H]1CCCO	-0.3%	10%	-1%	6%	-0.4%	6%	-1.7	94	2.9%	5%
CCCn1c(SCC(=O)Nc2cccnc2Cl)n[nH]c1=O	/	/	-4%	/	/	/	-0.4	54	0.6%[50 µM]	7%
COc1ccccc1OCCCc1c(C)n[nH]c1C	0.4%	24%	-10%	6%	2.6%	-4%	-0.4	70	3.3%	-5%
(further entries)
SMILES	West Nile virus CPE	SV40 large T antigen	Dengue-2 NS5 capping	Siah-1 displacement	RSV antiviral HEp-2	AID2073	NTR1 ag	NTR1 ag cell count 20 µM	K1F lysis inhibition	Rac1 GTP hydrolysis	others
CNc1ccc(C(=O)OCC(=O)NC(=O)NC2CCCCC2)cc1[N+](=O)[O-]	/	/	-3%	/	/	/	3.4	46	-1.6%	4%
O=C(/C=C/c1ccccc1Br)c1ccc2c(c1)OCO2	1.1%	-5%	-11%	-4%	2.4%	3%	1.8	27	-0.2%	9%
O=C(NCc1ccc(Cl)cc1)c1cc(=O)nc2sc(-c3ccccc3)nn12	?	7%	4%	2%	-1.6%	-6%	2.0	56	2.2%	6%
CCCC(C)NC(=O)c1ccc(-c2ccccc2)cc1 (stereo unspecified)	-0.5%	6%	/	13%	2.5%	11%	-0.1	76	/	/
COc1ccccc1Nc1nc(N)nc(CN2CCN(Cc3ccc4c(c3)OCO4)CC2)n1	-0.3%	11%	2%	-5%	/	2%	-1.0	49	0.6%	13%
CC(C(=O)OCC(=O)c1ccc([N+](=O)[O-])cc1)N1C(=O)C2C3CCC(C3)C2C1=O (stereo unspecified)	0.2%	18%	-13%	-4%	2.3%	3%	0.6	33	-0.6%	9%

Reprinted at random: 2 entries already listed.
SMILES	West Nile virus CPE	SV40 large T antigen	Dengue-2 NS5 capping	Siah-1 displacement	RSV antiviral HEp-2	AID2073	NTR1 ag	NTR1 ag cell count 20 µM	K1F lysis inhibition	Rac1 GTP hydrolysis	others
COc1ccccc1Nc1nc(N)nc(CN2CCN(Cc3ccc4c(c3)OCO4)CC2)n1	-0.3%	11%	2%	-5%	/	2%	-1.0	49	0.6%	13%
O=C(NCc1ccc(Cl)cc1)c1cc(=O)nc2sc(-c3ccccc3)nn12	?	7%	4%	2%	-1.6%	-6%	2.0	56	2.2%	6%
